NCI-60 one-dose screen, 48 h, at 10 µM unless noted. Numbers give growth in % (100 = growth as untreated, 0 = no growth, -100 = all killed).
RXF 393 – RXF 393 renal cancer cells | hit rate 6.9% among 77,000
786-0 – 786-0 renal cancer cells | AID 1794775 | hit rate 5.1% among 81,000
ACHN – ACHN renal cancer; hit rate 4.9% among 81,000; AID 1794771
DU-145 – DU-145 prostate cancer; hit rate 4.2% among 81,000
UO-31 – UO-31 renal cancer | hit rate 5.2% among 81,000
SN12C – SN12C renal cancer cells; hit rate 3.8% among 81,000
TK-10 – TK-10 renal cancer cells; hit rate 3.9% among 81,000; AID 1794769
CAKI-1 – CAKI-1 renal cancer | AID 1794772 | hit rate 4.7% among 75,000
A498 – A498 renal cancer cells. hit rate 5.4% among 76,000. AID 1794774
* = called active by the depositor; . = not tested or not shown; & = joins results of further samples. Rule for the calls: active = growth percent below 10; inactive = the rest.

SMILES,RXF 393,786-0,ACHN,DU-145,UO-31,SN12C,TK-10,CAKI-1,A498
CCCNC(=O)c1cc(NCc2cc(O)ccc2O)ccc1O,106.3,110.2,104.3,107.7,81.0,92.8,117.6,104.8,.
COc1ccc2c(c1)c(C(=O)c1nc(-c3c[nH]c4ccc(F)cc34)no1)cn2C,114.0,106.7,99.3,106.4,69.7,94.8,106.4,84.4,127.8
FC(F)(F)COCC(F)(F)F,95.3,96.1,112.8,115.2,97.8,103.7,123.4,99.1,88.9
COc1cc(C2CC(c3ccccc3)=NN2C(C)=O)cc(OC)c1OC (stereo not given),55.0,62.2,54.9,49.3,58.1,63.5,.,38.8,50.6
Cc1ccc(C2NC(=S)NC=C2C(=O)c2cc3ccccc3oc2=O)cc1 (stereo not given),113.7,104.4,97.3,106.3,65.6,98.2,183.4,76.1,149.0
CCOc1ccccc1-n1c(C2=C(O)c3ccccc3C2=O)nnc1-c1ccccc1,102.9,98.1,97.4,109.3,85.1,92.2,109.4,.,73.5
COC(=O)[C@@]1(O)C=Cc2nc3cnccc3c(=O)n21,91.9,102.5,109.2,107.3,76.5,92.2,102.4,101.4,.
CC(C)(C)c1ccc(C(=O)Nc2sc3c(c2C(N)=O)CC/C(=N\O)C3)cc1,-14.3*,27.5,12.2,42.2,-33.7*,21.5,32.0,12.7,34.6
Cn1cc(C2=C(c3cccc4ccccc34)C(=O)NC2=O)c2cc(Br)ccc21,101.7,84.7,80.6,109.6,80.8,95.2,101.1,69.2,69.8
O=C(O)/C=C\c1ccc(OCc2ccccc2)cc1,102.3,96.2,106.4,104.1,87.4,99.3,86.1,.,97.5
COc1cccc(/C=C2\Oc3cc(OCCN4CCCC4)ccc3C2=O)c1OC,106.8,105.1,97.1,108.9,80.0,100.6,103.5,94.9,84.5
COc1cc(OCc2cccc(-c3ccccc3)c2C)cc(OC)c1/C=C/c1ccc(B2OC(C)(C)C(C)(C)O2)cc1,83.7,102.6,96.8,86.6,64.6,88.0,103.5,82.8,58.9
O=C(OC1C(OC(=O)c2cccnc2)C(OC(=O)c2cccnc2)C(OC(=O)c2cccnc2)C(OC(=O)c2cccnc2)C1OC(=O)c1cccnc1)c1cccnc1 (stereo not given),114.3&111.4,106.8&107.8,100.3&98.5,108.1&106.7,78.1&81.7,99.7&101.6,100.7&111.9,99.8,.
C=C1C(=O)O[C@H]2[C@H]1CC/C(COC(=O)/C=C/c1c[nH]c3ccccc13)=C\CC[C@@]1(C)O[C@@H]21,-94.3*,-90.4*,-100.0*,-73.5*,-100.0*,-54.0*,-99.2*,.,-98.8*
Cc1cc(=O)[nH]c(N/N=C/c2cc(Br)ccc2O)n1,70.2,7.2*,14.5,41.7,-3.9*,48.1,45.0,-5.7*,42.2
CC(=O)O[C@H]1C[C@@]2(C)[C@@H](C[C@@H](O)C3[C@]2(C)CC[C@H]2[C@H](C)[C@H](O)CC[C@]32C)/C1=C(/CCC=C(C)C)C(=O)O (stereo not given in full),108.2,104.2,96.0,120.1,73.3,87.8,.,84.2,110.0
COc1cc(C2CC(c3cccc(Nc4ccncc4)c3)=NN2C=O)cc(OC)c1OC (stereo not given),100.6,102.4,103.6,104.7,88.2,98.1,108.0,82.0,100.2
C=C1C(=O)O[C@H]2[C@H]1CC/C(Cn1cc(Cc3c[nH]c4ccccc34)nn1)=C\CC[C@@]1(C)O[C@@H]21,-33.3*,-9.3*,-36.1*,20.0,-71.1*,39.4,14.7,31.7,64.3
CC(=O)n1nc(C(=O)OCC(C)(C)C)c2ccccc21,110.4,94.8,104.7,107.7,88.0,93.3,107.0,90.8,114.8
CCOc1ccc(C(CC)Oc2ccc(C(=O)NS(=O)(=O)C(C)(C)C)cc2C(F)(F)F)nc1 (stereo not given),100.6,100.8,103.8,110.8,88.5,100.8,84.5,97.3,.
O=C(CN1CCN(c2cc3c(cc2F)c(=O)c(C(=O)O)cn3C2CC2)CC1)NCc1ccccc1,99.9,80.2,108.2,103.2,78.2,103.6,85.0,.,72.3
Cc1nn(-c2ccc(F)cc2)c2ncnc(N)c12,117.3,90.6,99.0,107.3,88.7,101.4,104.1,.,99.3
COC(=O)c1cc2oc(/C=C3/N=C(c4ccccc4)OC3=O)cc2n1C,155.5,100.4,106.6,102.5,90.6,108.3,146.4,.,34.1
CCCCN(CCCC)CCCNc1nccc2ccccc12,92.2,97.4,84.1,102.0,60.9,92.3,83.8,80.6,76.7
COC(=O)C1=C/CCCN(C(c2ccccc2)c2ccccc2)/C=C\1C(=O)OC,113.7,100.2,106.5,121.3,78.7,110.4,106.5,.,103.8
C=CCOc1c(Cl)cc(Cl)cc1Cl,120.9,102.9,98.9,118.9,99.3,96.7,105.1,96.8,105.7
CCn1c2c(c(=N)c3c1CCC3)CCCC2,85.3,96.4,102.7,100.4,66.0,97.2,109.9,.,88.7
CC1(C)CC(=O)C2=C(C1)N(c1ccc(F)cc1)C(N)=C(C#N)C2c1ccc(Cl)cc1Cl (stereo not given),.,105.8,98.3,104.6,89.3,90.3,117.4,81.7,93.1
Cc1ccc(S(=O)(=O)NCC[C@@H]2C[C@H]2c2cc3ccccc3o2)cc1,99.0,96.9,104.6,103.6,75.2,89.6,103.5,94.5,88.9
COc1ccccc1NCc1cccn1Cc1cccc2ccccc12,.,97.5,99.5,93.1,84.8,98.6,100.3,88.1,86.7
Cn1cc(Br)c2c3c(ccc21)[C@@H]1C=C[C@H]3O1,116.5,109.1,108.0,131.0,83.4,102.7,108.3,95.5,88.4
O=C(CN1CCCCCC1)Nc1nc2ccc(NCc3ccc(Br)cc3)cc2s1,109.3,105.3,96.5,104.6,88.4,98.3,110.9,88.6,103.0
CCCCC(O)Cn1ncc(C(=O)OCC)c1NC(=O)NCc1cccc(C(F)(F)F)c1 (stereo not given),98.4,96.5,93.5,96.4,65.2,96.7,103.0,75.1,.
CC/C(Br)=C(\Br)Cn1cnc2c(OC)ncnc21,113.0,81.0,98.0,110.3,77.7,95.4,105.2,103.1,101.5
CC1(C)[C@@H](O)CC[C@]2(C)[C@H]3CC[C@@H]4[C@H]5[C@H](c6cn(-c7ccc(F)cc7)nn6)CC[C@]5(CO)CC[C@@]4(C)[C@]3(C)CC[C@@H]12,94.6,97.8,84.8,87.5,88.9,91.2,110.5,.,111.4
COc1ccc(-c2nc(/C=N/Nc3cc(C)nc4ccc(Cl)cc34)c(C)o2)cc1,-96.8*,-87.5*,-100.0*,-94.1*,-98.4*,-92.9*,-36.1*,-85.6*,73.0
COc1cc(-c2nn(-c3ccc(NC(=O)NCCNS(=O)(=O)c4ccc(F)cc4)cc3)cc2-c2ccncc2)ccc1Cl,2.6*,-8.2*,23.7,8.3*,31.5,39.9,28.1,.,-19.1*
CC1=C(c2cc(-c3ccc(N(C)C)cc3)n[nH]2)C(c2ccccc2)NC(=S)N1 (stereo not given),98.3,99.6,99.4,102.9,81.9,91.8,93.1,92.0,94.9
Nc1ncnc2c1N=C(c1ccc(Br)cc1)CC(c1cccc(Nc3ccnc4cc(C(F)(F)F)ccc34)c1)N2 (stereo not given),38.5,53.7,80.0,85.6,47.2,70.6,102.4,56.2,63.0
CC(C)(C)c1cc(-c2cc(-c3ccccc3)c3sc(=O)[nH]c3n2)cc(C(C)(C)C)c1O,90.3,76.6,88.2,89.9,50.1,70.9,90.4,85.3,.
O=S(=O)(c1c(F)cccc1F)N1CCN(c2nccc(-c3c(-c4cccc(F)c4)nc4sccn34)n2)CC1,91.9,99.6,89.4,102.9,62.7,88.5,121.6,81.6,.
COc1ccc(-c2cs/c(=N\N=C\c3ccccc3F)n2C)cc1,119.2,106.1,88.4,96.7,64.3,93.4,111.8,78.2,99.7
CCCCCCCCn1ccc2cc(NC(=O)Cn3cc(-c4ccc(C)cc4)nn3)ccc21,90.9,99.9,84.9,76.2,83.3,88.7,101.9,89.8,99.0
CCOC(=O)/C=c1\sc2n(c1=O)NC1C(N=2)N(CC)C(=O)N1CC (stereo not given),.,100.4,101.6,110.4,88.2,107.2,109.4,.,117.0
Cc1[c-]onc1C.Cc1[c-]onc1C.[Ag].[Ag].[NH-]S(=O)(=O)c1ccc(N=Nc2cc(N=Nc3ccc(S([NH-])(=O)=O)cc3)c3c(NC(=O)C(Cl)Cl)cccc3c2OC(=O)C(Cl)Cl)cc1,89.2,103.9,58.0,70.5,71.4,94.1,132.6,68.5,98.6
COC(=O)[C@]12CCC(C)(C)C[C@@H]1[C@@H]1NC(=O)C[C@@H]3[C@@]4(C)CCC(=O)NC(C)(C)[C@@H]4CC[C@@]3(C)[C@]1(C)CC2,96.0,95.7,102.7,109.5,80.9,99.2,98.4,.,96.9
CCOC(=O)/C=C(\C)Nc1ccc(NC(C)=O)cc1,104.4,101.1,99.9,111.6,69.0,103.3,104.8,96.6,107.0
Cc1ccc2c(c1)C(=O)C(=O)N2CCCCn1cc(-c2ccccc2)nn1,.,99.2,95.7,103.6,54.4,98.0,113.5,86.0,90.9
CCn1c(=S)sc2c(NCc3ccc(Cl)cc3)nc(-c3cccnc3)nc21,110.7,84.8,101.6,101.3,77.2,103.5,76.9,98.2,89.2
O=c1[nH]c(=S)[nH]c(=S)[nH]1,115.7,103.0,96.2,105.4,89.0,98.4,93.4,90.9,.
CCC1(c2ccccc2)SC(N)=NC1=O (stereo not given),107.5,106.4,104.5,110.3,.,95.3,100.9,99.4,92.5
COc1ccc2[nH]c(C(=O)NCc3ccccc3)cc2c1,102.0,103.2,94.5,111.1,75.5,97.3,120.9,87.1,92.9
COc1ccc(Cl)cc1N1CC(c2nc3ccccc3n2Cc2c(F)cccc2Cl)CC1=O (stereo not given),75.7,90.5,73.1,92.0,51.2,76.8,86.0,77.1,61.2
N#Cc1ncc(Br)c(NC2CCCCCC2)n1,95.2,103.9,100.2,102.5,84.7,93.5,134.2,89.4,103.3

Quoted at random: 2 compounds from above
SMILES,RXF 393,786-0,ACHN,DU-145,UO-31,SN12C,TK-10,CAKI-1,A498
COc1cccc(/C=C2\Oc3cc(OCCN4CCCC4)ccc3C2=O)c1OC,106.8,105.1,97.1,108.9,80.0,100.6,103.5,94.9,84.5
Cc1[c-]onc1C.Cc1[c-]onc1C.[Ag].[Ag].[NH-]S(=O)(=O)c1ccc(N=Nc2cc(N=Nc3ccc(S([NH-])(=O)=O)cc3)c3c(NC(=O)C(Cl)Cl)cccc3c2OC(=O)C(Cl)Cl)cc1,89.2,103.9,58.0,70.5,71.4,94.1,132.6,68.5,98.6

Molecules shown so far that contain a Cl atom:
SMILES,RXF 393,786-0,ACHN,DU-145,UO-31,SN12C,TK-10,CAKI-1,A498
C=CCOc1c(Cl)cc(Cl)cc1Cl,120.9,102.9,98.9,118.9,99.3,96.7,105.1,96.8,105.7
CC1(C)CC(=O)C2=C(C1)N(c1ccc(F)cc1)C(N)=C(C#N)C2c1ccc(Cl)cc1Cl (stereo not given),.,105.8,98.3,104.6,89.3,90.3,117.4,81.7,93.1
COc1ccc(-c2nc(/C=N/Nc3cc(C)nc4ccc(Cl)cc34)c(C)o2)cc1,-96.8*,-87.5*,-100.0*,-94.1*,-98.4*,-92.9*,-36.1*,-85.6*,73.0
COc1cc(-c2nn(-c3ccc(NC(=O)NCCNS(=O)(=O)c4ccc(F)cc4)cc3)cc2-c2ccncc2)ccc1Cl,2.6*,-8.2*,23.7,8.3*,31.5,39.9,28.1,.,-19.1*
Cc1[c-]onc1C.Cc1[c-]onc1C.[Ag].[Ag].[NH-]S(=O)(=O)c1ccc(N=Nc2cc(N=Nc3ccc(S([NH-])(=O)=O)cc3)c3c(NC(=O)C(Cl)Cl)cccc3c2OC(=O)C(Cl)Cl)cc1,89.2,103.9,58.0,70.5,71.4,94.1,132.6,68.5,98.6
CCn1c(=S)sc2c(NCc3ccc(Cl)cc3)nc(-c3cccnc3)nc21,110.7,84.8,101.6,101.3,77.2,103.5,76.9,98.2,89.2
COc1ccc(Cl)cc1N1CC(c2nc3ccccc3n2Cc2c(F)cccc2Cl)CC1=O (stereo not given),75.7,90.5,73.1,92.0,51.2,76.8,86.0,77.1,61.2

Screens: PubChem BioAssay, NCI
